# Compound activity as filed in PubChem BioAssay.
# GlmU inhibition: inhibition of mycobacterial GlmU enzyme – biochemical, glucosamine-1-phosphate acetyltransferase (AID 1376). M. tuberculosis GlmU acetyltransferase enzyme assay; higher % means a stronger effect. inhibition, %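 (tested at 30 µM in the primary screen)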, or IC50 in µM where a hit was titrated. 0.25% of 220,000 active; in the data active = inhibition above about 13%; inconclusive = no clear call, values can overlap the other calls;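 also: 0% = complete reaction with vehicle and 100% = reaction without substrate; strong numbers were not always called active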
# Mtb RmlCD inh: inhibitors of Mycobacterium tuberculosis RmlC and RmlD coupled enzymes | P9WH09+P9WH11 | RmlC+RmlD coupled enzyme assay, percent inhibition; primary screen in compound mixtures | inhibition, % at 3.6 µM | 0.03% of 160,000 active; in the data active = inhibition mostly above about 34%, no sharp cut-off; inconclusive = no clear call, values can overlap the other calls; inactive = mostly below about 22%; also: some results filed as inactive read as strong as hits
# Target sequence (P9WH09 whole entry, looked up): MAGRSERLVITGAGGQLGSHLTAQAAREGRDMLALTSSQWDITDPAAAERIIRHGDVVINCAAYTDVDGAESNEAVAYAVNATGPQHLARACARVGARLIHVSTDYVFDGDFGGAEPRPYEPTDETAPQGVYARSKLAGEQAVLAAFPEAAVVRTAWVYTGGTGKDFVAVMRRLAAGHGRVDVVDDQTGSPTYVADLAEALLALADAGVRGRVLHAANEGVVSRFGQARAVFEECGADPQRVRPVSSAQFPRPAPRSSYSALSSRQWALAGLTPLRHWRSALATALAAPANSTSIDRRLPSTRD
# Target sequence (P9WH11 whole entry, looked up): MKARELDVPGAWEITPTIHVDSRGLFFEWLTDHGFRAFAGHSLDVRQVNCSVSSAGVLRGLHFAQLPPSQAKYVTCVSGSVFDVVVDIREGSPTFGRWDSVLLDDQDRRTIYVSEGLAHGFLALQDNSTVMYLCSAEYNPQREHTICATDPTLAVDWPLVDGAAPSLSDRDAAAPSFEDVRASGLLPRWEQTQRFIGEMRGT
# * marks the source's active call; other numbers are inactive results; ? = inconclusive; . = no result given. Only part of the results is shown; rates above refer to the full screens.
# Order of results – GlmU inhibition	Mtb RmlCD inh
> CC1CCCC(C)N1C(=O)COC(=O)CCc1nc2ccccc2c(=O)[nH]1 (stereo not drawn)
 : 4.5%	-9.7
> O=C1CC(SCCO)C(=O)N1c1ccc(Oc2ccccc2)cc1 (stereo not drawn)
 : -7.0%	.
> COC(=O)C1=CN(C2CC2)C=C(C(=O)OC)C1c1ccc(C(=O)OC)cc1
 : 8.7%	28.0
> COc1ccc(NC(=O)c2cccc(S(=O)(=O)Nc3ccc(Br)cc3)c2)cn1
 : -7.9%	-1.4
> O=[N+]([O-])c1ccc(NC(=S)NCC(c2cccnc2)N2CCOCC2)cc1 (stereo not drawn)
 : -5.8%	4.0
> CC(=O)C1=C(C)NC(SCc2cccc([N+](=O)[O-])c2)=C(C#N)C1c1ccco1 (stereo not drawn)
 : .	4.9
> COc1ccc(-c2nc3ccccc3c(=O)n2NC(=O)c2cccnc2Cl)cc1OC
 : -0.3%	10.1
> COc1ncccc1-c1nnn(-c2ccc(Cl)c(Cl)c2)n1
 : 1.4%	.
> Cn1c(=O)c2c(ncn2CC(=O)OCC(=O)Nc2cccc(Cl)c2)n(C)c1=O
 : -1.8%	-6.1
> Cc1cccc(N2C(=O)C3CC3C2=O)c1 (stereo not drawn)
 : 1.2%	-9.5
> COc1cccc(C2=NOC(C(=O)NC3CCCCC3)C2)c1 (stereo not drawn)
 : -2.8%	-2.7
> Cc1occc1-c1nnc(SCC(=O)N(C)CCC#N)n1N
 : -0.3%	.
> CC(=O)NCCOc1nc(N(C)C)nc(N(C)C)n1
 : 4.7%	4.5
> CN(/N=C/c1ccc(C(C)(C)C)cc1)C1=NCCN1
 : 4.8%	.
> NC(N)=NC(N)=Nc1ccc(O)cc1
 : 3.2%	-9.6
> N#Cc1cc(Cl)c(N2CCOCC2)cc1C#N
 : -2.8%	19.9
> CCOc1cc(CNn2nnnc2N)cc(Cl)c1OCC(=O)NC(C)(C)C
 : 0.1%	-0.2
> Cc1c(F)cccc1NS(=O)(=O)c1ccc2c(c1)NC(=O)CO2
 : -2.9%	-0.2
> CN(C)c1ccc(NC(=O)CC(NCc2ccccn2)C(=O)O)cc1 (stereo not drawn)
 : 1.4%	-4.4
> Cc1cc(C)n(C(=O)C(C(=O)c2ccccc2)C(C)C)n1 (stereo not drawn)
 : 1.4%	-11.9
> Cc1cnc(-c2nnc(N(C)C(=O)C3CCCO3)s2)cn1 (stereo not drawn)
 : -0.1%	9.5
> Cc1ccc(CNC(=O)C2CCN(S(=O)(=O)N3CCOCC3)CC2)cc1
 : 7.6%	.
> COc1cc(-c2noc(-c3cccs3)n2)cc(OC)c1OC
 : 9.1%	1.2
> O=C(CN1CCN(c2ncc(C(F)(F)F)cc2Cl)CC1)NCCNc1ncc(C(F)(F)F)cc1Cl
 : -0.9%	5.2
> CN(C)CCCNc1ncnc2scc(-c3ccccc3)c12
 : -8.0%	8.9
> CC(=O)Nc1cccc(N(C(=O)C2COc3ccccc3O2)C(C(=O)NC2CCCCC2)c2cn(C)nc2C)c1 (stereo not drawn)
 : 3.5%	-15.3
> O=c1cc(-c2ccco2)nc(-c2cccs2)o1
 : 0.2%	3.8
> CCOc1ccccc1NC(=O)CSc1ccc2nnc(-c3cccnc3)n2n1
 : -3.9%	-0.1
> COC(=O)c1ccccc1NC(=O)Oc1ccc(C(C)C)cc1
 : 1.8%	19.7
> Cc1nc(-c2ccc(C(=O)O)cc2)cs1
 : -0.6%	.
> COc1ccc(NC(=S)N2CCCC2c2ccc(OC)c(OC)c2)cc1 (stereo not drawn)
 : -0.6%	8.4
> CCOc1cccc(CN2CCN(CCc3ccccc3)C(CCO)C2)c1O (stereo not drawn)
 : 3.1%	6.3
> Cn1c(CC(=O)Nc2ccccc2)nnc1SCC(=O)c1ccccc1
 : 6.4%	-11.3
> COc1ccccc1CNCC(=O)Nc1ccccc1-n1cccc1
 : 1.9%	.
> CCOCCCNC(=O)C(NC(=O)c1ccc(=O)[nH]c1)c1ccccc1 (stereo not drawn)
 : 0.7%	.
> Cc1ccc2nc(NC(=O)CSc3nc4c(c(=O)n3C)SC(C)C4)sc2c1 (stereo not drawn)
 : 3.9%	.
> CCC(C(=O)OCC(=O)Nc1ccc(OC)cc1OC)c1ccccc1 (stereo not drawn)
 : -5.3%	-5.1
> CCOc1ccc(CN2CCN(Cc3c(C)nn(CC)c3C)CC2CCO)cc1 (stereo not drawn)
 : -0.9%	.
> C/C(=N\NC(=O)c1ccccc1C)c1cccc([N+](=O)[O-])c1
 : 1.4%	-4.0
> O=C(CSc1nc2ncccc2[nH]1)c1cccc([N+](=O)[O-])c1
 : -4.0%	0.9
> O=C(NC(NNc1ccc([N+](=O)[O-])cc1)(C(F)(F)F)C(F)(F)F)c1ccccc1Cl
 : -1.8%	.
> COc1ccc(S(=O)(=O)c2ccc(OCC3CO3)cc2)cc1 (stereo not drawn)
 : -0.8%	-12.5
> CCOc1cccc(NC(=O)C2CC(=O)N(c3ccc(F)cc3)C2)c1 (stereo not drawn)
 : 6.7%	3.6
> Cn1c(NN)nc2ccccc2c1=O
 : 3.3%	-10.3
> CCOc1ccc(NCc2nnc(SCC(=O)Nc3cc(C)on3)n2-c2ccccc2OC)cc1
 : 3.4%	19.3
> CNC(=S)n1cnc(N)n1
 : 0.6%	.
> CC(=O)N(c1ccccc1)c1nc(C)cc(C)c1C#N
 : 1.4%	.
> Cc1ccc(-c2c(C(=O)N3CCOCC3)oc(=O)c3ccccc23)cc1
 : -1.1%	5.6
> CCn1c(/C=C/c2ccccc2)nc2ccccc2c1=O
 : 3.1%	6.5
> Cc1cc(CNC(=O)c2cccnc2Cl)c2ccccc2n1
 : 4.5%	1.3
> Cc1ccc(-c2nc(CN3CCN(c4cnccn4)CC3)c(C)o2)o1
 : -4.3%	-1.8
> CC(C)n1c(-c2ccncc2)n[nH]c1=S
 : -1.4%	-3.9
> CCN(CC)CCn1c(SCC(=O)NCc2ccccc2)nc2c(sc3ccccc32)c1=O
 : -4.5%	-11.1
> COCCn1c(-c2cccs2)nc2nc3ccccc3nc21
 : 7.6%	.
> COc1ccc(NC(=O)CC2C(=O)N(c3ccc(OC)cc3)C(=O)N2Cc2ccc(OC)c(OC)c2)cc1 (stereo not drawn)
 : 0.6%	-9.3
> CC(=O)c1sc(N/N=C\c2ccc(Br)cc2)nc1C
 : -3.7%	-8.6
> CCOC(=O)/C(C(=O)Nc1ccccc1Br)=C1/NC(C)(C)Cc2ccccc21
 : 3.3%	.
> COc1ccc(C)cc1N(CC(=O)N/N=C/c1ccccc1C(=O)O)S(=O)(=O)c1ccccc1
 : -1.3%	8.4
> COc1ccc(CN2CCC(CO)(Cc3ccccc3)CC2)cc1Cn1cccn1
 : -0.5%	-11.5
> COC(=O)c1ccc(C(=O)O)nc1
 : -2.8%	.

# Carrying on:
# Order of results – GlmU inhibition	Mtb RmlCD inh
> CN(CCN1CCOCC1)Cc1nc(-c2ccc3c(c2)OCO3)no1
 : -2.5%	29.1
> Cc1ccccc1C(=O)N1CCC(C(=O)Nc2ccc(F)cc2)CC1
 : 0.1%	.
> O=C(COC(=O)/C=C/c1cccc(Cl)c1)NCCc1ccc(Cl)cc1Cl
 : -3.9%	37.4
> O=C(Nc1ccc(S(=O)(=O)Nc2nccs2)cc1)c1ccc(N2C(=O)c3ccccc3C2=O)cc1
 : -3.4%	-4.5
> Cc1ccc(C(=O)NCC(C)(C)O)cc1
 : 1.4%	0.4
> CCOc1cccc(OCCNC2CCCC2)c1
 : -2.9%	-0.3
> COc1cccc(N2CC(O)=C(c3nc4ccccc4c(=O)[nH]3)C2=N)c1
 : 1.5%	.
> Cc1cccc(Nc2nnc(SC/C(O)=C(\C#N)c3nc4ccccc4[nH]3)s2)c1
 : 8.6%	.
> O=C(N/C(=C/c1cccs1)c1nc2ccccc2[nH]1)c1ccccc1
 : 3.0%	10.5
> CC(C)CC(=O)N=C1SC2CS(=O)(=O)CC2N1CCc1ccccc1 (stereo not drawn)
 : -0.5%	11.7
> O=C(CCNc1n[nH]c(=O)[nH]c1=O)N/N=C\c1cccc(OCc2ccccc2)c1
 : -2.5%	-6.9
> COc1cccc(C(=O)NCCN2CCOCC2)c1
 : 3.6%	11.1
> CC1=C(C(=O)N(C)C)C(c2ccc(N3CCOCC3)cc2)NC(=O)N1 (stereo not drawn)
 : -3.7%	-9.8
> COCCSc1ncnc2c1oc1nc3c(cc12)COC(C)(C)C3
 : .	-10.4
> CCOC(=O)Cc1csc(NC(=O)NC2(C(F)(F)F)Oc3cc(Cl)c(Cl)cc3O2)n1
 : -0.2%	-7.8
> O=S1(=O)CC(O)C(NCCO)C1 (stereo not drawn)
 : 0.9%	-7.2
> CSc1cccc(NC(=O)CN(Cc2ccc(Cl)cc2)S(C)(=O)=O)c1
 : -1.4%	9.2
> CCN1CCN(Cc2nc3c(c(=O)n(C)c(=O)n3C)n2Cc2cccc3ccccc23)CC1
 : 0.6%	46.6
> CCOc1cccc(/C=C/C(=O)O)c1
 : -7.7%	.
> O=C(c1ccc(S(=O)(=O)N2CCCCCC2)cc1)N1CCC(CN2C(=O)c3cccc4cccc(c34)C2=O)CC1
 : .	-12.2
> COc1ccccc1NC(=O)Cc1nc(CCl)cs1
 : 2.0%	.
> Cc1no[n+]([O-])c1COc1ccccc1/C=C1\NC(=S)NC1=O
 : 3.5%	-0.7
> Cc1ccc(C2=NC3(CCCC3)NC2=S)cc1
 : 2.1%	.
> COc1ccc(C(=O)NC(=O)Nc2cc(C)ccn2)cc1
 : 3.6%	.
> Cc1cc(-c2cc(C(=O)NCc3ccccc3)on2)nc(NCC2CC2)n1
 : 2.1%	1.0
> O=[N+]([O-])c1cc(/C=N/n2cnnc2)ccc1N1CCCC1
 : -0.1%	4.3
> Clc1cccc(/C(Cc2nc3ccccc3[nH]2)=N\Nc2ccccc2)c1
 : -0.9%	1.4
> Cc1cc(C(F)(F)F)cc(NNC(=O)NC(=O)c2ccccc2Cl)n1
 : -2.3%	-5.0
> Cc1nc(N)nc(OCC(F)(F)C(F)F)c1Br
 : 1.7%	2.6
> O=C(CSc1c[nH]c2ccccc12)NCc1ccc2c(c1)OCO2
 : 3.5%	32.2

# Random excerpt: 6 records from the list, in no set order.
# Order of results – GlmU inhibition	Mtb RmlCD inh
> COc1cccc(C(=O)NCCN2CCOCC2)c1
 : 3.6%	11.1
> O=C(c1ccc(S(=O)(=O)N2CCCCCC2)cc1)N1CCC(CN2C(=O)c3cccc4cccc(c34)C2=O)CC1
 : .	-12.2
> O=C(CSc1c[nH]c2ccccc12)NCc1ccc2c(c1)OCO2
 : 3.5%	32.2
> O=[N+]([O-])c1cc(/C=N/n2cnnc2)ccc1N1CCCC1
 : -0.1%	4.3
> Cc1cccc(Nc2nnc(SC/C(O)=C(\C#N)c3nc4ccccc4[nH]3)s2)c1
 : 8.6%	.
> Cc1ccccc1C(=O)N1CCC(C(=O)Nc2ccc(F)cc2)CC1
 : 0.1%	.

# (more compounds)
SMILES	GlmU inhibition	Mtb RmlCD inh
CCOc1ccc(C(=O)c2ccccc2C(=O)O)cc1OCC	0.0%	-3.4
Cc1cc(C)cc(NC(=O)N2CCCN(c3ncccc3[N+](=O)[O-])CC2)c1	5.5%	-7.8
Cc1nc2sc(C)c(C)c2c(=O)[nH]1	8.2%	7.0
O=C(CCCC(=O)N/N=C\c1ccccn1)N/N=C\c1ccccn1	2.5%	.
COc1ccc(CCNC(=O)CSc2cn(Cc3cccc(C)c3)c3ccccc23)cc1OC	-0.5%	.
O=c1cc(-c2ccccc2)[nH]c2ccccc12	-0.8%	16.6
O=C(NC1CCCCCC1)c1ccc2nc3cc(Cl)ccc3c(=O)n2c1	-6.9%	-4.8
CCSc1ccccc1C(=O)N1CCN(Cc2ccc3c(c2)OCO3)CC1	0.4%	8.8
CCC/C=C(\CCC)C(NC(=O)c1ccc(C(=O)OC)cc1)c1ccc(C(=O)OC)cc1 (stereo not drawn)	-4.7%	.
CN(C)/C=C/C(=O)c1cc(F)cc(C(F)(F)F)c1	0.3%	.
CCC1=Nc2ccccc2NC2=C1C(=O)CCC2	-0.4%	.
COc1ccc(-c2nc(=S)c3c(n2CCN2CCOCC2)CC(C)(C)OC3)cc1	-3.9%	8.6
C=CCn1c(CNC(=O)c2ccco2)nnc1SCC(=O)Nc1cccc(F)c1	-0.1%	-11.3
Nc1cc[n+](CC(=O)Nc2ccccc2)cc1	4.6%	2.9
Cc1cc(N)n2ncc(-c3ccc(Cl)cc3)c2n1	11.0%	5.2
COc1ccc2c(C)cc(SCc3c(C)noc3C)nc2c1	-0.2%	10.7
COc1cccc(Cn2nnc(C(=O)Nc3ccc(C)cc3)c2N)c1	-0.2%	-6.4
CON/C=C(\C=Nc1ccc(C(F)(F)F)cc1)c1ncc(C(F)(F)F)cc1Cl	4.4%	?
CCOC(=O)C(=O)NCc1ccc(/C=C2/N=C(C)C(C(=O)OCC)=C2O)o1	5.3%	2.1
Cc1ccc(NC(=O)/C(C#N)=C/c2cccs2)c(C)c1	2.8%	.
O=C(Nc1ccccc1Br)C1CCN(C(=O)Cc2ccccc2)CC1	-6.6%	-2.0
CC(=O)N1CCC(=NNc2ccc(S(=O)(=O)N3CCOCC3)cc2[N+](=O)[O-])CC1	-3.9%	-11.3
COc1ccc2c(c1)C(C1=C(O)CC(C)(C)CC1=O)C1=C(CC(C)(C)CC1=O)O2 (stereo not drawn)	1.7%	-6.0
Cc1cc([N+](=O)[O-])nn1CCCC(=O)NC(C)c1ccccc1 (stereo not drawn)	2.0%	3.3
Cc1nc2ccccn2c1C(=O)CSc1cccc(Cl)c1	-2.6%	-10.3
O=c1c2cc3c(cc2[nH]c(=S)n1Cc1ccco1)OCO3	.	12.7
Cc1ccn2c(C(=O)N/N=C\c3ccccc3[N+](=O)[O-])c(C)nc2c1	2.9%	.
CC(=O)C(Cc1ccccc1)NC(=O)CN1CCN(Cc2ccccc2)CC1 (stereo not drawn)	1.0%	6.4
CCC(C)Oc1nc(C)cc(C)c1S(=O)(=O)c1ccccc1C (stereo not drawn)	-2.2%	9.3
